TDP1 inh = inhibitors of human tyrosyl-DNA phosphodiesterase TDP1. Q9NUW8. recombinant TDP1, AlphaScreen DNA substrate cleavage. 350,000 compounds, 0.28% hits. Potency, µM (titrated, usually from 130 µM), without a hit: top-dose activity change, negative = inhibition, hits mostly inhibitors. AID 485290; note: nearly all actives have a fitted effect of over 40% in size
Target sequence (Q9NUW8 whole entry, looked up): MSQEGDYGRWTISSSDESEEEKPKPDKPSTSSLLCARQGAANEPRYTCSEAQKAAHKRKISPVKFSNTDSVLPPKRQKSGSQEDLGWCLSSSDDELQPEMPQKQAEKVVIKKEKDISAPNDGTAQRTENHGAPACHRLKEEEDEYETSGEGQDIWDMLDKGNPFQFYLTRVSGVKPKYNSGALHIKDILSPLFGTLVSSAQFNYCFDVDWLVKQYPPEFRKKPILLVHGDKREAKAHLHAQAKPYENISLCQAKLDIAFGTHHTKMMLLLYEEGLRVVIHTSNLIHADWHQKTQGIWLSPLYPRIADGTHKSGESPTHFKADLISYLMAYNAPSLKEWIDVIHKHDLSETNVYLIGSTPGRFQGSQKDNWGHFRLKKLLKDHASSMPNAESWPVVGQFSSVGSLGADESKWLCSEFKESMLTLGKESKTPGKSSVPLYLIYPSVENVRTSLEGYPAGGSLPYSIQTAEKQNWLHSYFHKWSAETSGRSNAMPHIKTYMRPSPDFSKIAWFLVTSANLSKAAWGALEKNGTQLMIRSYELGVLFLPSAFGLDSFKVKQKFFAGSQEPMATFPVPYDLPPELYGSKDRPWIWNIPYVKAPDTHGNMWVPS
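Here, a 5' biotin and 3' phosphotyrosine-FITC DNA oligonucleotide reports Tdp1 activity: intact substrate bridges AlphaScreen beads, while cleavage leaves a 3' phosphate and drops signal. All incubations at room temperature.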
DT40 TDP1 no CPT = qHTS for Inhibitors of human tyrosyl-DNA phosphodiesterase 1 (TDP1): qHTS in cells in absence of CPT | DT40 Tdp1-/- hTDP1 cells, no CPT, ATP luminescence, 48 h | Potency, µM (titrated, usually from 46.2 µM), for the others: at the highest dose activity change, negative = growth inhibition, most hits filed as inhibitors | 420,000 compounds, 15% hits; note: nearly all actives have a fitted effect of over 55% in size
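Luminescent ATP content (CellTiter-Glo) served as the growth readout. Knockout chicken DT40 cells expressing human TDP1 were exposed to compounds without camptothecin for a minimum 48 hr at 37 °C.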
N370S GC mod = N370S glucocerebrosidase modulation, Gaucher chaperone candidate. 330,000 compounds, 0.092% hits. N370S GC spleen homogenate, 4MU-glucoside fluorescence. Potency, µM (titrated, usually from 59.4 µM), without a hit: top-dose activity change, negative = inhibition, hits mostly inhibitors;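 note: 0% = full enzyme activity and -100% = no enzyme basal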
* marks the source's active call; other numbers are inactive results; u = inconclusive; x = not tested or not shown; & = joins results of further samples; [ ] = dose if it differs, or a comment. Calls come from the whole dose curve; as a rule, active = well fitted curve in the direction sought with a large enough effect; inconclusive = small, poorly fitted or top-dose-only effect, or another doubt; inactive = no such curve, though single readings can be large; an effect the other way counts as inactive or inconclusive. Unless noted, % is set by controls: 0 for no effect and ±100 for the full control effect; potency is the fitted concentration of half-maximal effect. Some of the compounds tested (hit frequency here may not be typical).

SMILES	TDP1 inh	DT40 TDP1 no CPT	N370S GC mod
c1ccc(-n2nnnc2Oc2ccc(-c3nnco3)cc2)cc1	3.0%	-12.6%	6.0%[2.35 µM]
COc1ccccc1OCCC(=O)OCC(=O)Nc1ncc(Cl)cc1Cl	4.0%	1.0%	3.3%[2.35 µM]
O=C(CN1CCCCCC1)Nc1ccc(Br)cn1	-17.1%	0.1%	-0.4%
COC(=O)[C@H]1C[C@@H]1[C@H](NC(=O)c1cnccn1)c1ccccc1	0.0%&7.5%	-0.5%	-4.2%&-14.2%
CCN(CC)C(=O)/C(=C/c1cn(S(=O)(=O)N(C)C)c2ccccc12)NC(=O)c1ccc(OC)cc1	8.1%	20.6µM*	-5.8%
O=C(Nc1nnc(SCC(=O)N2CCCc3ccccc32)s1)c1ccccc1	1.8%	-7.5%	-26.0%
CC(OC(=O)CCc1nc2ccccc2c(=O)[nH]1)C(=O)Nc1ccc2c(c1)OCO2 (configuration not stated)	2.6%	1.4%	0.7%
COCC(=O)N1CCN(c2cccc(C(F)(F)F)c2)CC1	5.1%	-23.0%	-6.5%
CCOc1ccc(CCNC(=O)COC(=O)/C=C/c2ccccc2)cc1OCC	x	u	0.0%
COc1cc2nc(Cl)nc(N3CCN(C)CC3)c2cc1OC	2.6%	x	7.2%
COC(=O)c1ccc(COc2ccc(/C=C/C(=O)c3ccc(OC)c(CSCC(=O)O)c3)cc2OC)cc1	-13.0%	-10.6%	21.2%
C=CCn1c(COc2ccc(F)cc2)nnc1SCC(=O)c1c[nH]c2c(CC)cccc12	-3.4%	-18.0%	1.6%
Cc1ccc(S(=O)(=O)C(CNC(=O)C(=O)NCc2ccc(Cl)cc2)c2ccco2)cc1 (configuration not stated)	2.6%	-14.4%	x
CCCC(=O)NC(NC1CCS(=O)(=O)C1)C(Cl)(Cl)Cl (configuration not stated)	-5.6%	-12.4%	-6.8%
Cc1ccc(S(=O)(=O)N(C)C)cc1NC(=O)COc1ccccc1C(=O)Nc1ccccc1	x	9.2µM*	3.8%
O=S(=O)(c1ccccc1)N1CCC(c2ccccc2)CC1	-6.9%	-16.2%	0.2%
Cc1ccc(NC(=O)C(CC(C)C)NS(=O)(=O)c2ccc3c(c2)oc(=O)n3C)c(C)c1 (configuration not stated)	-3.5%	-11.3%	x
COc1cc2c(cc1OC)C(COc1ccc([N+](=O)[O-])cc1)N(C(C)=O)CC2 (configuration not stated)	x	18.4µM*	-1.9%
Cc1ccc(C(=O)Nc2ccc3ccccc3c2)cc1	2.1%	-14.8%	-1.8%
O=S(=O)(/N=C(\Nc1ccc(F)cc1)C(F)(F)F)c1ccccc1	11.8%	-6.8%	-6.8%
Cc1ccc(C2=NN(CC(=O)NCc3cccs3)C(=O)CC2)cc1	4.7%	-19.2%	7.4%
CCC/C(O)=C1\C(=O)CC(c2ccccc2)CC1=NCCc1c(C)[nH]c2ccccc12 (configuration not stated)	-3.9%	u	6.3%
COc1ccc2sc(-c3ccc(S(C)(=O)=O)cc3)c(C#CCO)c2c1	-0.8%	20.6µM*	x
Cc1cc(=O)[nH]c(SCc2cccc(Br)c2)n1	4.4%	-20.7%	6.0%
O=C(NC1CCC(NC(=O)C2CCCO2)CC1)C1CCCO1 (configuration not stated)	7.0%	x	10.4%
SMILES	TDP1 inh	DT40 TDP1 no CPT	N370S GC mod
Cc1sc2nc(SCC(=O)NCc3ccco3)n(Cc3ccccc3)c(=O)c2c1C	7.0%	u	-3.3%
Cc1cc(NC(=O)Cn2cnc3sc(C)c(C)c3c2=O)no1	0.5%	-10.1%	x
COc1ccc(N2CC(C(=O)Nc3ccccc3C(=O)NCc3ccco3)CC2=O)cc1 (configuration not stated)	5.5%	-9.0%	2.8%
COc1ccccc1COC(=O)c1cccc(S(=O)(=O)N2CCCC2)c1	-17.2%	u	2.3%
CN(c1ccccc1C(=O)NCc1ccccc1Cl)S(=O)(=O)c1ccccc1	x	u	-11.1%
O=c1cc(-c2cccc(O)c2O)oc2ccccc12	16.7%	u	-8.6%
Cc1ccc(OCC(=O)NCCCNC(=O)c2ccccn2)cc1C	9.5%	-1.1%	1.9%
NC(=S)N/N=C/c1cc([N+](=O)[O-])ccc1OCCOc1ccccc1	5.6%	-29.9%	11.3%
COc1ccccc1C(CCNCc1ccccc1)c1ccc(OC(C)C)cc1 (configuration not stated)	x	20.6µM*	-27.2%
O=C(C1CCC(=O)N1Cc1cccs1)N1CCOCC1 (configuration not stated)	1.8%	8.0%	-10.2%
CC(C)C(NC(=O)CN(c1cccc(F)c1)S(C)(=O)=O)C(C)C	5.5%	-15.7%	2.3%
COc1ccc(S(=O)(=O)N2CCOC23CCN(S(=O)(=O)c2cc(C)ccc2C)CC3)cc1	x	u	1.3%
Cc1ccc2cccc(NC(=O)c3cccc4ccccc34)c2n1	0.6%	u	x
CN1CCN(c2ccc(CNS(=O)(=O)c3ccc(Cl)cc3)cc2)CC1	2.7%	11.6µM*	1.1%
Cc1ccccc1[C@@H]1C(C#N)=C(N)S[C@H]1C(=O)c1ccccc1	6.6%	u	4.0%
COc1ccc(/C=C/C(=O)Nc2ccc(NC(C)=O)cc2)cc1S(=O)(=O)N1CCOCC1	-4.3%	u	19.3%
CC1CCCCC1n1c(=S)[nH]c2ccccc2c1=O (configuration not stated)	5.2%	u	-17.4%
O=C(COC(=O)C1=COCCO1)NC1CCCCC1	-0.2%	-7.2%	-13.0%
O=C1CC2(CCN(C(=O)C3CC(=O)N(c4ccccc4)C3)CC2)Oc2ccccc21 (configuration not stated)	1.4%	u	0.3%
O=C(NCCC1=CCCCC1)c1cc2ccccc2oc1=O	2.8%	u	u
Cc1cccc(OCC(=O)Nc2cccc(OCc3cc(=O)n4cccc(C)c4n3)c2)c1	2.7%	14.6µM*	x
CSc1ccc(CN2CCCN(C)CC2)cc1	x	-1.7%	1.5%
CCc1nn(CC(=O)Nc2cc(C)ccc2C)c(=N)s1	6.0%	7.7%	3.0%
Cc1cc(C)cc(N2C(=O)CS(=O)(=O)C23C(=O)N(Cc2ccccc2)c2ccccc23)c1 (configuration not stated)	-1.1%	-29.6%	x
CCc1nnc(NC(=O)CCN(c2cc(C)cc(C)c2)S(=O)(=O)c2ccc(Cl)cc2)s1	0.0%	18.4µM*	-7.0%

Shown with values under each structure: 7 of the compounds above.
The line under a structure holds: TDP1 inh, DT40 TDP1 no CPT, N370S GC mod
> O=c1cc(-c2cccc(O)c2O)oc2ccccc12
  16.7%, u, -8.6%
> Cc1ccc(OCC(=O)NCCCNC(=O)c2ccccn2)cc1C
  9.5%, -1.1%, 1.9%
> NC(=S)N/N=C/c1cc([N+](=O)[O-])ccc1OCCOc1ccccc1
  5.6%, -29.9%, 11.3%
> COc1ccccc1C(CCNCc1ccccc1)c1ccc(OC(C)C)cc1 (configuration not stated)
  x, 20.6µM*, -27.2%
> O=C(C1CCC(=O)N1Cc1cccs1)N1CCOCC1 (configuration not stated)
  1.8%, 8.0%, -10.2%
> CC(C)C(NC(=O)CN(c1cccc(F)c1)S(C)(=O)=O)C(C)C
  5.5%, -15.7%, 2.3%
> COc1ccc(S(=O)(=O)N2CCOC23CCN(S(=O)(=O)c2cc(C)ccc2C)CC3)cc1
  x, u, 1.3%

More records follow.
SMILES	TDP1 inh	DT40 TDP1 no CPT	N370S GC mod
COC(=O)c1c(NC(=O)CCC(=O)O)sc2c1CCCCC2	-3.4%	7.0%	26.0%
COc1ccc(-n2ncc3c(=O)n(CC(=O)N4CCCc5ccccc54)cnc32)cc1	2.9%	23.1µM*	21.8%
Cc1ccc(-n2nc(C(=O)N3CCN(c4ccccc4F)CC3)c3c4ccccc4n(C)c3c2=O)cc1	-7.0%	-6.2%	x
CCN(CC)CCNC(=O)/C(=C/c1cn(C)c2ccccc12)NC(=O)c1ccc(OC)c(OC)c1	5.1%	u	-18.0%
Clc1ccc(C2[C@H]3CN(CC4CCCCC4)[C@H](c4ccccc4)C34CC2(c2ccccc2)C4)cn1 (some centres not stated)	6.3%&2.4%	u	14.1%&-7.2%
CCN(CC(=O)Nc1ccc(NC(C)=O)cc1)C(=O)/C=C/c1c(C)nn(-c2ccc(F)cc2)c1C	1.6%	-4.7%	-7.6%
CCCNS(=O)(=O)c1cc(-c2nn3c(C)nnc3c3ccccc23)ccc1C	9.7%	18.4µM*	x
CCCS(=O)(=O)N1CCC(C(=O)NCc2cccnc2)CC1	0.0%	-1.3%	-1.5%
Cc1nnc(SCC(=O)N(C(C)C)C(C)C)[nH]c1=O	5.6%	-4.1%	-3.8%
C=CCNC(=O)c1cccc(OC2CCN(CC(C)(C)C)CC2)c1	x	1.5%	0.1%
O=C(COC(=O)CCS(=O)(=O)c1ccccc1)Nc1ccccc1	0.3%	-12.7%	x
C=CCc1cccc(/C=C/c2cc(=O)c3ccccc3[nH]2)c1O	2.6%	7.31µM*	23.0%
CCN(CC(=O)Nc1ccc(C(C)=O)cc1)CC(=O)Nc1cccc(OC)c1	-5.1%	-17.7%	2.5%
CC(C)[C@H](NC(=O)[C@H](CCCN=C(N)N)NC(=O)NC(Cc1ccccc1)C(=O)O)C(=O)NC(C=O)CCCN=C(N)N (some centres not stated)	2.7%	27.6%	3.9%
CCn1c(Cc2ccccc2)nnc1SCC(=O)Nc1ccc(C)cc1	2.4%	-9.9%	25.7%
O=C(CN(CCc1ccccc1)Cc1ccccc1)Oc1ccccc1P(=O)(O)O	x	4.2%	-7.4%
CCCCOC(=O)CSCC(=O)Nc1cc(C)on1	3.4%	-7.0%	6.1%
CCOC(=O)c1cc(-c2ccc(Cl)s2)nc2c1c(C)nn2C	-1.1%	x	19.7%
COc1ccc2sc(-c3ccccc3OC)c(C#CC(C)(C)O)c2c1	-2.8%	u	x
O=c1c(-c2ccccc2)c[nH]n1-c1cccc([N+](=O)[O-])c1	6.9%	u	-6.4%
COc1cc(-c2ccccc2)[nH]c(=S)n1	-6.1%	-21.5%	x
CN1C(=O)c2ccccc2Sc2ccc(NC(=O)COc3ccccc3)cc21	-13.2%	2.91µM*	x
O=C(NC(=S)Nc1cccc2ncccc12)c1ccccc1	0.0%	u	-11.9%
CSc1ccccc1NC(=O)Nc1cccc(Cl)c1	6.7%	u	7.9%
COc1ccc(-c2c(C#Cc3ccsc3)c3cc(-c4cccc5[nH]ccc45)ccc3n2C)cc1	2.1%	18.4µM*	x
SMILES	TDP1 inh	DT40 TDP1 no CPT	N370S GC mod
CCCN1C(=O)SC(CC(=O)Nc2ccc(Br)cc2)C1=O (configuration not stated)	5.7%	12.6µM*	0.8%
CCS(=O)(=O)c1ccc2oc(SCC(=O)NC3CCCC(C)C3C)nc2c1 (configuration not stated)	-7.5%	u	x
O=C(O)c1ccccc1C(=O)Nc1ccc(Oc2ccccc2)cc1	11.4%	-16.7%	-4.4%
CN1C(=O)NC(NC(=O)c2ccncc2)(C(F)(F)F)C1=O (configuration not stated)	6.1%	-1.6%	-5.0%
Cc1cccc(NS(=O)(=O)c2cc3c4c(c2)CC(=O)N4CCC3)c1C	0.6%	-28.8%	0.2%
O=C(NCCc1ccccc1)N1CCCC(CNS(=O)(=O)Cc2ccccc2)C1 (configuration not stated)	3.6%	-10.4%	-14.0%
S=C(Nc1ccc(Oc2ccccc2)cc1)N1CCOCC1	x	-14.1%	1.8%
CN(Cc1ccco1)c1ccnc(-c2ccoc2)n1	3.55µM*	-0.3%	-4.0%
O=S(=O)(Nc1ccc2c(c1)OCO2)c1ccc(Cl)cc1F	0.1%[56.1 µM]	8.4%	x
O=C(O)c1cc(-c2ccc(/C=N/N3C(=O)C4C5C=CC(C6CC56)C4C3=O)o2)ccc1Cl (configuration not stated)	u	3.0%	-4.8%
Cn1cccc1CC(=O)N/N=C\c1cccs1	2.9%	2.0%	-6.8%
COCCN(Cc1cc2cc3c(cc2nc1Cl)OCO3)C(=O)Nc1ccccc1OC	0.9%	23.1µM*	10.0%
Cc1ccc(/C=C/C(=O)NC(=S)Nc2ccc(S(=O)(=O)Nc3cc(C)on3)cc2)cc1	-8.0%	0.8%	-0.5%
CCC1CN(C(=O)N2CCC(C(=O)NCCCc3ccccc3)CC2)c2cc(C)ccc2O1 (configuration not stated)	5.2%	13µM*	x
Cc1ccc(C)c(-n2nnnc2SCC(=O)NCCC2=CCCCC2)c1	0.0%	u	-16.0%
COc1ccccc1OCC(=O)N/N=C/c1c(O)ccc2ccccc12	4.0%	x	u
C/C(N)=C(/C#N)C(=O)CSc1nnc(-c2ccccc2Br)o1	-11.4%	-17.0%	2.3%
Cc1c(C#N)c2ncn(Cc3ccccc3)c(=O)c2n1-c1ccccc1	1.0%	-22.4%	16.8%
CCCC/C(O)=C1\C(=O)CCCC1=NCCc1c(C)[nH]c2ccccc12	7.7%	-63.0%	23.4%
C=CCNC(=O)c1cc(Cl)ccn1	2.4%	-2.0%	5.8%

Random excerpt: two compounds from above
SMILES	TDP1 inh	DT40 TDP1 no CPT	N370S GC mod
CN(Cc1ccco1)c1ccnc(-c2ccoc2)n1	3.55µM*	-0.3%	-4.0%
O=C(NCCc1ccccc1)N1CCCC(CNS(=O)(=O)Cc2ccccc2)C1 (configuration not stated)	3.6%	-10.4%	-14.0%

Screening data deposited in PubChem by National Center for Advancing Translational Sciences (NCATS).
